Assay outcomes: PubChem, several laboratories
Yfh1-off respiration = enhancers of respiration in Yfh1-depleted yeast, dose response, Friedreich's ataxia, plus single-dose screen (AID 1465) | S. cerevisiae Yfh1-off respiration, WST-1 reduction, 72 h; higher fold induction means a stronger effect | fold induction at 50 µM, or EC50 in µM where a hit was titrated | 0.074% of 220,000 active;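 active means fold induction of absorbance versus untreated yeast above a set limit, then at least 30% activation at any dose in follow-up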;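 further: activators that raise dye reduction in frataxin-depleted yeast; strong numbers were not always called active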
Autophagy mod = autophagy modulators in MEF cells, primary screen, imaging, high-content, MEF GFP-LC3. MEF GFP-LC3 puncta imaging; test concentration mostly 10 µM. 0.98% of 190,000 active. AID 463193, 2010. calls only at 10 µM (by protocol);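 active means percentage of spot-positive cells more than 3 SD above its plate mean, without a fluorescence outlier flag or 80% toxicity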;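 further: spot-positive cell cutoff set from DMSO-treated cells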
MT stabilize HCS = microtubule stabilizers in HeLa cells, primary screen, imaging, high-content imaging; HeLa tubulin immunostaining HCS, 24 h; share of cells brighter than vehicle mean+2SD; % tubulin-high responders, % at 10 µM; 0.83% of 200,000 active; AID 2205, 2009;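 active means plate Z-score above 3 for both tubulin-high and condensed-nucleus cell shares, with cell loss under 80%, at 10 µM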;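 further: anti alpha tubulin signal scored within the nucleus-defined area of each cell; some results filed as inactive read as strong as hits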
Dynein transport = inhibitors of GR-EGFP nuclear translocation, primary screen, dynein cargo transport inhibitor project, imaging, high-content, 3617.4 mouse cells; test concentration mostly 20 µM; stimulated with dexamethasone, 1 µM; hits give low values; z-score, hits read low; 0.47% of 220,000 active; AID 1381, 2008;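 active means plate z-score of nuclear minus cytoplasmic receptor signal below a set negative limit, without overly bright fluorescence or cell loss, cut at about -3.5 in these data, passing the limit was not always enough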;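 further: z-score of nuclear minus cytoplasmic ring GR-EGFP intensity difference per well; some compounds called inactive have numbers as strong as hits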
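Buffer or medium: tetracycline-free induction medium containing charcoal-stripped FBS / Reagent: dexamethasone agonist, 1.0 µM final, for 30 min / Technique: automated 10x imaging of fixed Hoechst-stained cells / Times: induction 48 h, compound 1 h, agonist 30 min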
b-catenin transl = modulators of beta-catenin nuclear translocation, primary screen, imaging, HeLa cells, immunofluorescence, high-content; AID 1665, 2009; nuclear translocation activity, % at 5 µM; 0.3% of 190,000 active;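 active means nuclear translocation activity above 50% at 5 µM, with a well cell count of 50 or more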;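 further: per-cell ratio of nuclear to cytoplasmic median beta-catenin stain intensity; plate controls were DMSO negative control for no effect and GSK-3 inhibitor IX positive control for full effect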
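System: Human HeLa cells, endogenous beta-catenin | Compound dosing: 5 µM primary, 0.02–20 µM confirmation | Timing: 24 h compound exposure at 37°C, 5% CO2 | Measured by: Fluorescence imaging of beta-catenin antibody stain plus DAPI | Read-out basis: % activation of per-cell nuclear versus cytoplasmic median beta-catenin signal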
Insulin prom up = insulin promoter activators in MIN6 cells, imaging, high-content screening, mouse beta cells; MIN6 insulin promoter-GFP reporter; hits give high values; z-score at 5 µM; 0.3% of 190,000 active; AID 1625, 2009;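 active means z-score above 3 at 5 µM with at least 500 cells counted in the well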
AID2073 = inhibitors of Mint1-CaV2.2 protein interaction, biochemical, HTRF (AID 2073); Voltage-dependent N-type calcium channel subunit alpha-1B (Homo sapiens); HTRF protein-protein interaction, Mint1-CaV2.2; higher % means a stronger effect; one-dose inhibition, % at 20 µM; IC50 in µM for titrated hits; 0.19% of 290,000 active; in the data active means inhibition mostly above about 51%, no sharp cut-off; further: some results filed as inactive read as strong as hits
HIV peptide binding = inhibitors of HIV fusion peptide binding, primary screen, biochemical, uHTS, fluorescence dequenching (AID 1986). one-dose inhibition, % at 20 µM; IC50 in µM for titrated hits. 0.3% of 290,000 active. cell-free peptide binding, fluorescence dequenching, 30 min; higher % means a stronger effect; in the data active means inhibition mostly above about 52%, no sharp cut-off; inactive means mostly below about 76%; further: some results filed as inactive read as strong as hits
WT yeast gro inh = growth inhibition of WT strain, primary screen, mitochondrial fusion inhibitor project, WT and mutant strains, chemical genetic; mitochondrial fusion phenotypic screen; inhibition, % at 10 µM; 2.1% of 190,000 active; AID 1362, 2008; in the data active means inhibition above about 58%; tested in S. cerevisiae
WT yeast gro inh mutant strain = also measured in WT yeast gro inh; calls as there; inhibition, %; mitochondrial fusion phenotypic screen, mutant strain inhibition
Dynein transport cytoplasmic EGFP = further read-out of Dynein transport, marked with its call; z-score; measured here: cytoplasmic GR-EGFP intensity; hits give high values
Dynein transport nuclear GR-EGFP = also measured in Dynein transport; calls as there; z-score; measured here: nuclear GR-EGFP intensity;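 lower value marks the stronger effect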
Dynein transport cell count = also measured in Dynein transport; calls as there; z-score; measured here: cell count per field
Insulin prom up cell count = recorded beside Insulin prom up, whose call it bears; cell count; measured here: cytotoxicity, nuclei count;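 total cells summed across four imaged fields per well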
b-catenin transl cell count 5 µM = also measured in b-catenin transl; calls as there; cell count; measured here: cell count, cytotoxicity flag
MT stabilize HCS Hoechst-high % = further read-out of MT stabilize HCS, marked with its call; % Hoechst-high responders; measured here: nuclear condensation Hoechst responders;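 share of cells brighter than vehicle mean plus two SD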
MT stabilize HCS cytotoxicity % = recorded beside MT stabilize HCS, whose call it bears; toxicity, %; measured here: cytotoxicity by cell density;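 0% = mean cell density of plate MIN control wells and 100% = no cells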
Autophagy mod cell loss 18 h = further read-out of Autophagy mod, marked with its call; toxicity, %; measured here: cell loss, nuclei count;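 cell loss after 18 h compound exposure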
An asterisk follows results filed as active; i = inactive; . = not tested or not shown.

The opening two records, to show the layout:
item	Molecule	Yfh1-off respiration	Autophagy mod	Autophagy mod cell loss 18 h	MT stabilize HCS	MT stabilize HCS Hoechst-high %	MT stabilize HCS cytotoxicity %	Dynein transport	Dynein transport cytoplasmic EGFP	Dynein transport nuclear GR-EGFP	Dynein transport cell count	b-catenin transl	b-catenin transl cell count 5 µM	Insulin prom up	Insulin prom up cell count	AID2073	HIV peptide binding	WT yeast gro inh	WT yeast gro inh mutant strain
1	CCC(CC)C(=O)Nc1cc(=O)n(C)c(=O)n1C	i	i	4	1.5	3.2	6.8	1.8	0.018	1.4	-1.3	.	.	0.46	850	-3%	-2.0%	1	-8
2	Cc1ccc(S(=O)(=O)Cn2nnnc2C(c2ccc(F)cc2)N2CCCCC2)cc1 (stereo not drawn)	i	i	-2	1.4	1.3	4.0	0.13	-0.2	-0.088	-0.0029	-2.7	954	.	.	-10%	0.4%	16	-5

Results (from the top)
item	Molecule	Yfh1-off respiration	Autophagy mod	Autophagy mod cell loss 18 h	MT stabilize HCS	MT stabilize HCS Hoechst-high %	MT stabilize HCS cytotoxicity %	Dynein transport	Dynein transport cytoplasmic EGFP	Dynein transport nuclear GR-EGFP	Dynein transport cell count	b-catenin transl	b-catenin transl cell count 5 µM	Insulin prom up	Insulin prom up cell count	AID2073	HIV peptide binding	WT yeast gro inh	WT yeast gro inh mutant strain
1	CCC(CC)C(=O)Nc1cc(=O)n(C)c(=O)n1C	i	i	4	1.5	3.2	6.8	1.8	0.018	1.4	-1.3	.	.	0.46	850	-3%	-2.0%	1	-8
2	Cc1ccc(S(=O)(=O)Cn2nnnc2C(c2ccc(F)cc2)N2CCCCC2)cc1 (stereo not drawn)	i	i	-2	1.4	1.3	4.0	0.13	-0.2	-0.088	-0.0029	-2.7	954	.	.	-10%	0.4%	16	-5
3	CCOC(=O)c1csc(NC(=O)C2CCCCC2)n1	i	.	.	2.3	2.2	7.3	-1.2	-0.28	-0.69	0.98	-1.1	1109	-1.1	1424	3%	1.2%	14	7
4	COc1ccc(Cl)c(NC(=O)Cn2nnc(-c3ccccc3N)n2)c1	i	i	14	2.9	2.4	6.0	1.4	-0.25	1.2	-1.7	-1.2	1206	0.85	978	2%	-1.3%	-30	-3
5	CNC(=S)NCCCc1ccccc1	i	i	-2	2.6	1.6	4.7	-0.6	-0.085	0.12	0.13	-1.3	839	-0.1	1704	-16%	-1.5%	5	2
6	CCC(=O)N1CCN(c2ccc(NC(=O)c3cccs3)cc2)CC1	i	i	-4	1.9	2.6	1.8	-0.18	-0.14	-0.57	0.041	.	.	.	.	-8%	-2.9%	-23	-25
7	CCN1CCN(CC(=O)Nc2cc(C)on2)CC1	i	i	12	3.4	1.4	5.7	0.78	0.014	0.68	0.29	-3.6	1125	0.31	1477	4%	2.6%	12	3
8	CNC(=S)N=Nc1c(O)[nH]c2ccc(C(C)C)cc12	i	i	-13	6.6	2.1	0.1	0.58	-0.18	0.26	-0.13	-1.7	1095	-0.99	1339	-2%	-0.5%	-12	2
9	CS(=O)(=O)N(CC(=O)N1CCOCC1)c1ccc2c(c1)OCO2	i	i	1	2.3	0.3	23	1.6	-0.18	0.95	-0.54	0.5	1119	-0.13	1187	-2%	-2.8%	-13	-31
10	Cc1cc(C)n(CC(O)Cn2cnc3c2c(=O)n(C)c(=O)n3C)n1 (stereo not drawn)	i	i	-3	2.4	2.2	10	-0.65	-0.26	-0.14	0.37	1.4	949	.	.	-4%	1.3%	-5	-8
11	COCCCNCCCOc1ccc(C(C)(C)c2ccccc2)cc1	i	i	-2	4.3	2.4	6.2	-1.1	-0.26	-0.89	0.38	.	.	0.34	1233	-2%	0.4%	45	40
12	COc1ccc(CCNC(=O)/C=C/c2cc(OC)c(OC)c(OC)c2)cc1OC	i	i	3	5.5	3.6	8.9	-0.39	-0.21	0.083	0.76	-1.0	1118	-0.39	1262	16%	-1.4%	-5	-5
13	O=C(CSCc1ccc(Cl)cc1Cl)Nc1ccccc1C(=O)Nc1ccc(C(=O)O)cc1	i	i	-14	0.3	4.0	9.1	-1.1	2	-0.27	-0.41	-2.3	1114	0.44	1292	8%	20%	.	.
14	CCCCOc1ccc(C(=O)Nn2cnnc2)cc1	i	i	-1	1.6	2.0	6.5	-0.44	-0.26	-0.25	1.4	.	.	-0.36	1024	-7%	-2.6%	0	-14
15	C/C(Cl)=C/Cn1c(SC(C)C)nc2c1c(=O)[nH]c(=O)n2C	i	i	-7	4.6	2.1	4.0	-0.23	-0.22	0.13	0.42	0.6	1129	-0.61	1431	-24%	-1.9%	35	21
16	COCCn1c(=S)[nH]c2cc(C(=O)N3CCN(c4ccccc4OC)CC3)ccc2c1=O	i	i	3	3.3	2.2	0.2	0.085	-0.35	0.32	0.14	0.7	1376	-1.5	1348	-48%	12%	-15	-6
17	C/C(=C/C#N)Nc1ccc(C)cc1	i	i	11	3.3	1.4	10	-0.27	-0.31	-0.39	-0.019	1.0	1472	-0.82	1530	9%	-0.7%	-11	0
18	O=[N+]([O-])c1cc(-c2nc3nc4ccccc4nc3n2CCc2ccccc2)cc([N+](=O)[O-])c1	i	i	-13	4.1	3.9	2.2	-0.22	-0.14	-0.32	0.69	1.8	560	0.14	1148	4%	-1.4%	3	-22
19	CCOC(=O)N1CCN(C(=O)c2c(-c3ccccc3)noc2C)CC1	i	i	-15	1.8	2.8	12	0.91	-0.21	0.6	-0.34	1.0	1004	-0.96	1770	-4%	-1.0%	2	-4
20	COCCNC(=O)C(=O)NNS(=O)(=O)c1ccc(Cl)cc1	i	i	-9	2.2	1.4	11	0.24	-0.38	-0.41	1.1	0.8	1434	-0.27	1463	-1%	-2.4%	-6	-15
21	CCC(=O)c1ccc(OCC(=O)N(C)CC(=O)Nc2cccc(F)c2)cc1	i	i	10	3.1	2.7	6.8	-0.59	-0.34	-0.27	0.9	0.2	1119	.	.	-2%	-0.1%	1	5
22	Cc1nn(Cc2nnc(SCC(=O)Nc3ccc(Cl)cc3)n2C)c(C)c1[N+](=O)[O-]	i	.	.	.	.	.	0.82	-0.25	0.94	-0.38	0.1	1326	1.5	982	3%	-3.1%	.	.
23	COc1ccc(-c2csc(C3=C(O)CN(CCCN4CCCC4=O)C3=N)n2)cc1OC	i	i	-14	2.3	2.1	6.9	-0.058	-0.31	0.12	0.46	0.8	1074	-1.2	1376	-12%	-2.4%	1	4
24	CC(C)COc1ccc(C(=O)Nc2ccc(SC(F)F)cc2)cc1	i	i	11	1.6	2.7	2.7	-1.4	-0.16	-0.63	0.66	-0.2	1152	-0.16	1234	8%	0.8%	-19	-24
25	Cc1cccc(C)c1-n1c(C)nn(CC2CC2)c1=O	i	i	17	5.7	2.5	1.8	-1.1	0.084	-0.48	1.1	-2.8	1097	-0.35	1285	-6%	0.8%	-8	5
26	CC(C)Oc1ccc(C(=O)NC(C)(C)CO)cc1	i	i	34	1.8	1.3	2.8	0.031	-0.22	0.15	1.4	-5.2	1154	-0.12	972	4%	-1.4%	6	15
27	CCN(CC)CCOC(=O)c1cccc(Cl)c1	i	i	12	4.5	2.4	5.9	-0.88	-0.22	-0.24	1.1	-0.4	834	.	.	-9%	1.4%	-9	12
28	O=C(Nc1ccc2c(c1)OCCO2)c1ccoc1	i	.	.	.	.	.	0.37	-0.23	0.5	0.2	-1.3	1328	0.33	1035	-4%	-0.2%	.	.
29	Cc1nn(C)c(C)c1NC(=O)/C(C#N)=C\N(C)C	i	.	.	.	.	.	0.0028	-0.068	0.056	0.5	0.9	1245	-0.04	1089	1%	0.8%	.	.
30	CC1=Nc2cc(C(=O)NCCCOC(C)C)ccc2Sc2ccc(C)cc21	i	i	16	12	39	46	0.041	-0.22	0.012	0.26	38	396	1.6	743	-6%	1.8%	8	2
31	Cc1cc(NC(=O)c2ccc(Br)c([N+](=O)[O-])c2)no1	i	i	4	2.4	3.7	13	0.8	-0.16	0.55	-0.63	1.3	1107	0.29	1303	-4%	-0.5%	9	-20
32	CC(C)(C)C(=O)N1CCC(O)(CS(=O)(=O)c2ccc(Cl)c(Cl)c2)CC1	i	i	23	2.4	1.7	0.6	-0.38	-0.25	-0.15	1.3	-0.2	981	0.08	1030	-6%	-0.4%	4	-27
